# Source: PubChem
# GFP derepression: epigenetic modulators derepressing GFP locus in mouse cells. mouse C127i GFP locus derepression, cytometry, 30 h. Potency, µM (top dose mostly 46.1 µM), without a hit: top-dose GFP derepression (activation). actives 0.09% (n = 68,000); further: % of control where 0% means no effect
#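 Read-out is the number of GFP-positive cells, scored as fluorescent objects 20 to 120 um wide, reflecting derepression of a silenced CMV-GFP reporter in murine C127i cells after 30 h compound exposure at 37 C.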
# Caspase-7 inhib: blocks human caspase-7 allosterically or competitively; recombinant caspase-7, Ac-DEVD-AFC fluorescence rate; Potency, µM (series often up to 57.5 µM), for inactives: top-dose activity change, negative = inhibition, actives largely listed as inhibitors; actives 0.02% (n = 75,000); active means well fitted inhibition curve with a large enough effect in the main read-out, with a control signal flat, not every such curve was filed as active; inconclusive means small, poorly fitted or top-dose-only effect, or a change in a side signal; further: potency means the concentration at half of the fitted maximal effect; % of control where 0% means no effect
# Target sequence (P55210 24-198 limits assumed): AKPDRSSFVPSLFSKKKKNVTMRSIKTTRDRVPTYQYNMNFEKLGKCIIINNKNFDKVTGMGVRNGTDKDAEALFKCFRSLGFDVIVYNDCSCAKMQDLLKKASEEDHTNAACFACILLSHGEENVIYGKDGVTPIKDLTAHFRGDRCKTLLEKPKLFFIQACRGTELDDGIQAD
# Target sequence (P55210 207-303 limits assumed): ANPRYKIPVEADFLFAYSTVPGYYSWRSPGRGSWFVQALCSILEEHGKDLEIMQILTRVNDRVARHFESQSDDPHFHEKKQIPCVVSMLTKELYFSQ
# 4-MU autofl: compounds fluorescent in 4-MU spectral region; compound autofluorescence, 340/450 nm, 4-MU equivalents; hits give high values; max dye-equivalent concentration, M; actives 11% (n = 59,000); in the data active means max dye-equivalent concentration above about 10 nM; inconclusive means mostly about 1.1 nM to 9.6 nM
#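 Compounds in 100 mM Tris, pH 8.0, sat 15 min at room temperature before fluorescence was read at 340 nm excitation/450 nm emission; a per-plate six-point 4-MU standard curve converted signals to dye-equivalent concentration at each compound concentration.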
# HEK293 cAMP ctrl: parental HEK293 cAMP activation (counter-screen); Potency, µM (highest dose often 57.1 µM), without a hit: at the highest dose activation, usual class: activators; parental HEK293 CNG cAMP sensor, membrane potential fluorescence; actives 2.5% (n = 73,000); further: potency means the concentration at half of the fitted maximal effect; % of control where 0% means no effect; nearly all actives have a fitted effect of over 55% in size
#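 Parental HEK 293 cells stably expressing a cAMP-gated CNG channel were loaded with membrane potential dye containing 100 uM RO 20-1724 for 60 min. Compound added for 30 min; depolarization read as fluorescence intensity at 590 nm.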
# Ub-GFP proteasome: inhibits proteasome, raising ubiquitin-GFP reporter fluorescence | Ubiquitin-GFP reporter cells, proteasome inhibition, GFP fluorescence; response scale: untreated = 0%, 10 µM MG-132 = 100% | Potency, µM (doses to about 45.9 µM), inactives show top-dose activation (GFP accumulation), most hits filed as activators | 67,000 tested, under 10 active; active means well fitted activation curve with a large enough effect, not every such curve was filed as active; inconclusive means small, poorly fitted or top-dose-only effect, or another doubt; inactive means no such curve, though single readings can be large or run the other way; further: potency means the concentration at half of the fitted maximal effect
#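 Reporter cells (U2OS, ubiquitin-G76V-GFP fusion) are plated overnight, then treated 4 hr at 37 °C with compound titrations from 46 uM down to 2.9 nM. Activity is scaled against untreated cells and 10 uM MG-132.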
# USP2a inh: USP2a (human) protease inhibition | USP2a enzymatic assay, qHTS inhibition | actives 0.1% (n = 60,000) | Potency, µM (highest dose often 38.3 µM), for the others: at the highest dose activity change, negative = inhibition, actives largely listed as inhibitors;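 further: potency means the concentration at half of the fitted maximal effect; nearly all actives have a fitted effect of over 60% in size; plate controls were DMSO for no effect and NEM full inhibition control for full effect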
#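 Coupled readout: USP2-cleaved Ub-PLA2 (20nM final) turns over NBD C6-HPC (20uM final), Ex 460nm/Em 535nm after 2.5 h, time-zero read flagging artifacts. Enzyme (20nM final, pH 8.0 Tris) given 30 min RT with compound first; NEM defines full inhibition.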
# A350 fluor: compound fluoresces in the Alexa 350 spectral region | Compound autofluorescence, 340/450 nm, Alexa 350 dye-equivalents; hits give high values | max dye-equivalent concentration, M | actives 11% (n = 59,000) | AID 590; in the data active means max dye-equivalent concentration above about 10 nM; inconclusive means mostly about 1.1 nM to 9.6 nM
# BRCT PPI red: BRCT-phosphoprotein interaction inhibition (red fluorophore). P38398. BRCT-phosphopeptide binding, red fluorescence polarization. Potency, µM (highest dose often 76.9 µM), without a hit: at the highest dose activity change, negative = inhibition, hits mostly inhibitors. actives 0.03% (n = 75,000). AID 892; further: on the % scale 0 is the no-effect control and ±100 the full control effect
#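 Fluorescence polarization: 100 nM His-tagged BRCA1 BRCT with 100 nM TAMRA-labelled phospho-BACH1 decapeptide, phosphate buffer pH 7.3 with 150 mM NaCl, DTT, 0.01% Tween 20; 12 min RT. Binding inhibition seen as FP decrease.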
# Casp1 inh: blocks human caspase-1 allosterically or competitively; P29466; Caspase-1 enzyme, Ac-WEHD-AFC fluorogenic rate; Potency, µM (series often up to 57.5 µM), for the others: at the highest dose activity change, negative = inhibition, hits mostly inhibitors; actives 0.03% (n = 75,000);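 further: potency means the concentration at half of the fitted maximal effect; plate controls were vehicle for no effect and no substrate for full effect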
# Target sequence (P29466 120-297 limits assumed): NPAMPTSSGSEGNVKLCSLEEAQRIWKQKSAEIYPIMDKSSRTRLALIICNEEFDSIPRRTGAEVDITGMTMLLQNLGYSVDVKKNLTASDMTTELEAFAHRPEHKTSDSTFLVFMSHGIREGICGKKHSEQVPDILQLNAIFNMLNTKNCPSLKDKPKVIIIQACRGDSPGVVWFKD
# Target sequence (P29466 317-404 limits assumed): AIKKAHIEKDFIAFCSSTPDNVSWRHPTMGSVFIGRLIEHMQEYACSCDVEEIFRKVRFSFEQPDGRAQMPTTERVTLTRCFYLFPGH
# BRCT PPI green: BRCA1 BRCT-phosphoprotein interaction inhibition. P38398. BRCA1 BRCT-phosphopeptide binding, green fluorescence polarization. Potency, µM (titrated, usually from 76.9 µM), inactives show at the highest dose activity change, negative = inhibition, most hits filed as inhibitors. actives 0.05% (n = 75,000). AID 875;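 further: potency means the concentration at half of the fitted maximal effect; plate controls were peptide without protein for full effect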
#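 Fluorescence polarization: His-tagged BRCT (~35 kDa BRCA1 C-terminus, 250 nM) bound to 100 nM fluorescein-labeled phosphorylated 10-aa BACH1 peptide, pH 7.3 phosphate buffer with DTT and Tween 20. Compounds incubated 12 min at room temperature; inhibition read as lowered polarization.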
# Fluorescein autfl: compound fluoresces in the fluorescein spectral region | actives 0.91% (n = 59,000) | Compound autofluorescence, 480/540 nm, fluorescein-equivalent; hits give high values | AID 593 | max fluorescein-equivalent concentration, M; in the data active means max fluorescein-equivalent concentration above about 10 nM; inconclusive means between about 1.1 nM and that limit
#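 Each compound is tested across a concentration series in 100 mM Tris buffer at pH 8.0. After 15 min at room temperature, plates are imaged with 480 nm excitation and 540 nm emission filters, and intensities are converted to fluorescein-equivalent values.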
# An asterisk follows results filed as active; i = inactive; ? = inconclusive; . = not tested or not shown; [ ] = dose if it differs, or a comment. Unless noted, the call rests on the fitted dose curve; in most records, active means well fitted curve in the direction sought with a large enough effect; inconclusive means small, poorly fitted or top-dose-only effect, or another doubt; inactive means no such curve, though single readings can be large; an effect the other way counts as inactive or inconclusive. A portion of the library. The share of hits here may be higher or lower than overall.
# Start of the data: the first 2 records (preview)
nr	Structure	GFP derepression	Caspase-7 inhib	4-MU autofl	HEK293 cAMP ctrl	Ub-GFP proteasome	USP2a inh	A350 fluor	BRCT PPI red	Casp1 inh	BRCT PPI green	Fluorescein autfl
1	COc1cc(-c2noc(-c3ccccc3C(=O)NCc3ccco3)n2)cc(OC)c1OC	-3%	-2%	i	?	?	7%	i	0.3%	0%	-0.5%	?
2	O=C(OCc1csc(-c2ccccc2)n1)c1cccs1	5%	-2%	i	?	6%	-3%	i	1.1%	-3%	-1.6%	?

# The list itself, previewed entries included:
nr	Structure	GFP derepression	Caspase-7 inhib	4-MU autofl	HEK293 cAMP ctrl	Ub-GFP proteasome	USP2a inh	A350 fluor	BRCT PPI red	Casp1 inh	BRCT PPI green	Fluorescein autfl
1	COc1cc(-c2noc(-c3ccccc3C(=O)NCc3ccco3)n2)cc(OC)c1OC	-3%	-2%	i	?	?	7%	i	0.3%	0%	-0.5%	?
2	O=C(OCc1csc(-c2ccccc2)n1)c1cccs1	5%	-2%	i	?	6%	-3%	i	1.1%	-3%	-1.6%	?
3	CCC1CCCCN1CCNC(=O)CNS(=O)(=O)c1ccc2nc(C)sc2c1 (stereo not drawn)	2%	-1%	i	2%	1%	13%	i	-1.2%	-5%	1.0%	i
4	COc1cccc(NC(=O)CNC(C)CCC(C)C)c1 (stereo not drawn)	0%	1%[0.00368 µM]	i	22%	-4%	0%	?	-0.9%	1%	-1.6%	?
5	CC(C)CO/N=C1/C[C@@H](O)[C@@H](O)[C@@H]2[C@@H]3C(=O)N(c4cccc(Oc5ccccc5)c4)C(=O)[C@H]3CC[C@@H]12	.	-4%[11.5 µM]	.	2%[11.4 µM]	.	.	.	0.6%[15.4 µM]	1%[11.5 µM]	-0.9%[15.4 µM]	.
6	COCCOC(=O)c1[nH]c2c(c1C)C(=O)CC(c1ccco1)C2 (stereo not drawn)	0%	-20%	.	2%	-3%	.	.	0.2%	-8%	1.7%	.
7	O=C(O)C1C2C=CC(C2)C1C(=O)NCCC1=CCCCC1 (stereo not drawn)	0%	-1%	.	11%	-12%	.	.	-0.4%	1%	-0.8%	.
8	c1ccc(/N=C2\N=C(Nc3ccccn3)c3ccccc32)nc1	13µM*	-4%	1.2e-08M*	19%	-2%	3%	2.3e-08M*	-0.8%	-3%	-1.9%	i
9	COc1ccc2[nH]c(=O)c(CN(C(C)=O)c3cccc(C)c3)cc2c1	0%	2%	2.5e-07M*	7%	2%	3%	2.2e-07M*	0.1%	-1%	-1.6%	i
10	CSCC[C@H](NC(=O)NCc1cccs1)C(=O)O	-5%	1%	i	3%	10%	-1%	i	-2.1%	2%	1.0%	i
11	Cn1c2c(c(=O)n(C)c1=O)C(c1ccc(O)cc1)Nc1ccccc1O2 (stereo not drawn)	4%	-1%	i	5%	-1%	-10%	i	1.8%	-2%	-1.1%	?
12	COc1ccc(NC(=O)N2CCCC3(CCN(C(=O)c4ccc(OC)cc4)CC3)C2)cc1	7%[9.22 µM]	-2%	i	18%	-3%	80%[activator]	i	-0.4%	-1%	-3.6%	2.6e-08M*
13	CC1=C/C(=C(/c2ccc(O)c(C)c2)c2ccccc2C(=O)O)C=CC1=O	-1%[9.22 µM]	3%[11.5 µM]	i	5%[11.4 µM]	6%[9.17 µM]	.	i	-2.9%[15.4 µM]	1%[11.5 µM]	2.2%[15.4 µM]	i
14	CCNc1nc(SC(C)C(=O)OC)nc(N2CCOCC2)n1 (stereo not drawn)	6%	-1%	i	6%	-2%	2%	i	-2.5%	0%	-1.5%	i
15	c1ccc(-n2c(SCC3CCCCO3)nnc2-c2cccs2)cc1 (stereo not drawn)	-3%	-5%	i	?	-1%	2%	i	-0.6%	1%	-1.3%	?
16	CCN(C(=O)COC(=O)C(Cc1ccccc1)N1C(=O)c2ccccc2C1=O)C1CCS(=O)(=O)C1 (stereo not drawn)	0%	0%	i	11%	14%	16%	i	-1.4%	0%	-1.7%	i
17	Cc1ccc(C(=O)CSc2nnc(COc3cccc4cccnc34)o2)cc1	11%	1%	i	5%	-1%	.	i	-0.5%	-2%	2.2%	i
18	CC(C)(C)n1nnnc1C(c1ccc(C#N)cc1)N1CCCC2(CCCCC2)C1 (stereo not drawn)	-5%	1%	i	?	-7%	-6%	i	-0.5%	-3%	-2.4%	i
19	O=C1NC(=O)C2(COC3(CCCC3)OC2)S1	-2%	3%	i	18%	2%	.	i	-1.0%	1%	-0.1%	i
20	COC(=O)CCC(=O)Nc1cccc2c(NC(=O)CCC(=O)OC)cccc12	.	-1%	.	-5%	.	.	.	0.2%	-2%	0.1%	.
21	COc1nc(C#N)nc(N(C)C)n1	2%	1%	i	-11%	0%	3%	i	-1.0%	2%	-0.9%	i
22	COc1ccc(Cn2nnnc2C(c2cccs2)N2CCSCC2)cc1 (stereo not drawn)	-3%	1%	i	?	3%	-3%	i	1.7%	-4%	-0.1%	i
23	Cc1c(NC(=O)CN2C(=O)c3ccccc3S2(=O)=O)c(=O)n(-c2ccccc2)n1C	-2%	-1%	i	-1%	-2%	-9%	i	-0.1%	1%	0.1%	i
24	COc1ccc(-c2[nH]nc3oc(=O)cc(C)c23)cc1	0%	-1%	2.5e-08M*	-6%	7%	-5%	2e-08M*	-0.7%	0%	-1.0%	i
25	O=C(c1ccncc1)N1CCC2(CCCN(Cc3nccs3)C2)CC1	3%[9.22 µM]	-2%	i	-11%	0%	4%	i	1.0%	-2%	0.7%	i
26	Cc1ccccc1CS(=O)(=O)Cc1ccc(C(=O)NCc2ccccn2)o1	-2%	-3%	?	2%	0%	23%	?	-5.7%	-3%	-3.3%	?
27	Cc1nn(-c2ccccc2)c(C)c1P(=O)(c1ccccc1)N(C)C (stereo not drawn)	3%	-3%	i	21%	-1%	3%	i	0.2%	0%	-1.5%	i
28	O=C(OCn1nnc2ccccc2c1=O)c1cccs1	.	-6%	.	-4%	3%	.	.	-1.7%	-1%	-2.2%	.
29	Cc1nn(Cc2ccc(Br)cc2)c(C)c1NC(=O)c1nn(C)cc1Cl	0%	-1%	i	0%	-2%	11%	i	-3.0%	-1%	-1.1%	i
30	Cc1c(C(=O)Nc2ccc(C(=O)O)cc2)cnn1C	1%	1%	i	5%	-8%	-7%	i	-0.1%	-3%	-1.5%	i
31	O=C(O)c1nnsc1COCc1ccccc1	4%[9.22 µM]	0%[11.5 µM]	i	0%[11.4 µM]	4%[9.17 µM]	.	i	-0.9%[15.4 µM]	0%[11.5 µM]	-0.4%[15.4 µM]	?
32	CC(C)COc1ccc(C2NC(=O)NC2=O)cc1 (stereo not drawn)	-2%	0%	i	3%	-2%	-13%	i	0.6%	-1%	-0.6%	i
33	Cc1cc(N2CCN(c3ccccn3)CC2)n2c(nc3ccccc32)c1C#N	4%	-5%	8.4e-08M*	2µM*	-5%	-5%	7.3e-08M*	-0.9%	-7%	-1.0%	i
34	O=C(C1CCN(C2CC(=O)N(c3cccc(Cl)c3)C2=O)CC1)N1CCCCCC1 (stereo not drawn)	-2%	-1%	i	6%	1%	16%	i	-1.3%	0%	-1.1%	?
35	Cc1c(Cc2ccccc2)c(=O)oc2cc(OCc3nn[nH]n3)ccc12	6%	-6%	5e-08M*	13%	7%	72%[activator]	6.7e-08M*	2.1%	-2%	1.3%	i
36	CCOc1cc(NC(=O)c2ccco2)c(OCC)cc1NC(=O)CCc1ccc(OC)cc1	0%	2%	8.7e-08M*	-1%	-4%	.	1e-07M*	0.2%	-1%	-0.6%	i
37	CCCC(C(=O)NC1CCCC1)N(C(=O)Cn1nnc(-c2ccc(C)o2)n1)C1CCCC1 (stereo not drawn)	-3%	1%	i	?	2%	.	i	-1.2%	-3%	-1.0%	i
38	N#Cc1ccc(CSc2nnc(-c3ccncc3)n2CCc2ccccc2)cc1	0%	-1%	i	?	1%	.	i	0.6%	0%	-1.6%	i
39	O=C(O)CC[C@@]1(c2ccccc2)NC(=O)NC1=O	0%[9.22 µM]	0%[11.5 µM]	i	9%[11.4 µM]	3%[9.17 µM]	.	i	1.0%[15.4 µM]	0%[11.5 µM]	-0.3%[15.4 µM]	i
40	Fc1ccc(C(c2ccc(F)cc2)N2CCN(C/C=C/c3ccccc3)CC2)cc1	-4%[20.6 µM]	1%	i	.	.	10%	i	-4.5%	-1%	-2.1%[3.08 µM]	i
41	N=C(N)SCCON1C(=O)c2ccccc2C1=O	0%[9.22 µM]	-4%[11.5 µM]	i	2%[11.4 µM]	-5%[9.17 µM]	.	i	0.3%[15.4 µM]	0%[11.5 µM]	-0.5%[15.4 µM]	i
42	O=C(O)c1cccc(NC(=O)c2cccc(S(=O)(=O)N3CCCCC3)c2)c1	3%	0%	i	8%	6%	2%	i	-1.5%	5%	-3.4%	i
43	C=CCn1c(SCC(=O)NC2CCCCC2)nnc1-c1sc(N)nc1C	-3%	-1%	i	?	-6%	-4%	i	-0.7%	0%	-1.1%	i
44	NCC(O)CC(=O)O (stereo not drawn)	.	0%	.	.	.	-3%	.	-1.8%	3%	1.3%[3.08 µM]	.
